Screening data from PubChem.
SIAE inh: human SIAE inhibitors, primary screen, biochemical, fluorescence polarization, FP-Rh probe, 1536-well HTS | SIAE FP-Rh probe binding | inhibition, % at 9.66 µM | 370,000 tested, 0.69% active | AID 1053197, 2014;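 active means inhibition above a cutoff: mean of compounds within the control limits plus 3 SD of those, cut at about 17% in these data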;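 further: 0% = plate median of compound wells and 100% = probe without SIAE protein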
PG9 Ab binder: binders of HIV-1 gp120 antibody PG9, primary screen, biochemical, TR-FRET; HIV-1 gp120 / PG9 antibody interaction; TR-FRET gp120-PG9 antibody binding; inhibition, % at 6.7 µM; 360,000 tested, 0.43% active; AID 624416, 2012; in the data active means inhibition above about 8.5%
mABHD4 FP: ABHD4 inhibitors, primary screen, biochemical, fluorescence polarization, mouse. (Lyso)-N-acylphosphatidylethanolamine lipase (Mus musculus), Q8VD66. AID 720543, 2013. 370,000 tested, 0.54% active. inhibition, % at 8.92 µM. purified mABHD4, FP-Rh probe fluorescence polarization;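 active means inhibition exceeding the mean over every tested compound plus 3 SD, cut at about 30% in these data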;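 further: 0% = plate median of compound wells and 100% = S159A mutant with DMSO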
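Assay system: Wild-type mouse ABHD4 protein | Medium: HEPES pH 7.0 buffer, 150 mM NaCl, 0.01% Pluronic F-127 | Incubation: Enzyme–compound pre-incubation 45 min, then probe 60 min, both 25 °C | Technique: Fluorescence polarization with parallel and perpendicular emission, 525/598 nm | Evaluation: % inhibition of FP-Rh probe binding versus controls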
TDP2 inh: human TDP2 enzyme inhibitors, primary screen, biochemical, epi absorbance, recombinant enzyme; AID 720702, 2013; T5PNP hydrolysis, p-nitrophenol absorbance 415 nm; inhibition, % at 12.8 µM; Tyrosyl-DNA phosphodiesterase 2 (Homo sapiens), O95551; 370,000 tested, 0.34% active;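 active means inhibition above the mean of all tested compounds plus 3 SD, set per campaign, cut at about 25% in these data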;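 further: 0% = DMSO with enzyme and 100% = buffer with substrate but no TDP2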
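test system = human TDP2 enzyme | input = TDP2 enzyme at 120 nM final | medium = 50 mM Tris-HCl pH 7.5 with Mg2+, KCl, DTT, BSA | also added = T5PNP substrate, 5 mM | times = 2 h at 37 °C | technique = epi absorbance | benchmarks = high control without enzyme, low control DMSO plus TDP2 | replication = each compound tested once, singlicate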
rCAG RNA binder: binders of r(CAG) RNA repeats, primary screen, biochemical, fluorescence | r(CAG) RNA repeat, TO-PRO-1 dye displacement fluorescence | inhibition, % at 3 µM | 370,000 tested, 1.3% active | AID 651821, 2012;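 active means inhibition above the plate cutoff, the mean of all test compounds on that plate plus 3 SD, cut at about 35% in these data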;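 further: 0% = DMSO alone and 100% = 100 µM mitoxantrone as full dye displacement; higher means more dye released from RNA so lower well fluorescence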
PRMT1 inh: PRMT1 methyltransferase inhibitors, primary screen, biochemical, fluorescence polarization; Protein arginine N-methyltransferase 1 (Homo sapiens), Q99873; recombinant PRMT1, activity-based probe fluorescence polarization; inhibition, % at 2.79 µM; 370,000 tested, 1.3% active;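 active means inhibition above about 21% made by adding two undisclosed values, limit read from the data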
Target sequence (Q99873 whole entry, looked up): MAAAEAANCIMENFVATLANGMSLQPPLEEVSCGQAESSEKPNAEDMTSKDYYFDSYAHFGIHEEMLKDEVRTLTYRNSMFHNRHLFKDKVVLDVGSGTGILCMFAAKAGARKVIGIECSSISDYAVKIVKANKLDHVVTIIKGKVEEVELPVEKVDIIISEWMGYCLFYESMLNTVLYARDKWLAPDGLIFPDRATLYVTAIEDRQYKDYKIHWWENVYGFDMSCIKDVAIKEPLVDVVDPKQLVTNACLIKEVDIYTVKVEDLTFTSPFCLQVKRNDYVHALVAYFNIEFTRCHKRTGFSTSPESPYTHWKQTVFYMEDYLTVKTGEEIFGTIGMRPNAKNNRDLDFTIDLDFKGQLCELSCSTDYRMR
TCR CD3 inh: inhibitors of human TCR-CD3 interaction, primary screen, biochemical, fluorescence, TAMRA-labeled TCR probe. AID 651800, 2012. T-cell receptor (TCR). inhibition, % at 9.4 µM. 360,000 tested, 0.37% active; in the data active means inhibition above about 19%;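 further: recombinant mutant TCR 2C K166C tagged with TAMRA read by polarization; 0% = receptor in buffer alone and 100% = receptor with positive control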
Rev-erbA mod: modulators of Rev-erb alpha DNA binding, primary screen, biochemical, FITC-DNA, fluorescence polarization, uHTS | Nuclear receptor subfamily 1 group D member 1 (Homo sapiens), P20393 | Rev-erbα–FITC-DNA binding, 90 min | activity, % at 10 µM | 370,000 tested, 0.79% active | AID 1259318, 2017;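 active means activity above about 14%, limit read from the data; passing the limit was not always enough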;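 further: 0% = DMSO wells with 35 nM protein and 100% = DMSO wells with 750 nM protein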
LEDGF integ inh: blockers of LEDGF/p75-dependent integrase strand transfer – biochemical, TR-FRET, high throughput, primary screen; HIV-1 integrase (with human LEDGF/p75); TR-FRET IN-LEDGF/p75 DNA integration, Eu/Cy5; 370,000 tested, 0.64% active; inhibition, % at 3.7 µM;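 active means inhibition above the screen-wide mean plus 3 SD, cut at about 13% in these data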;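 further: signal is the Cy5 over europium emission ratio at 671 and 618 nm; 0% = plate median of compound wells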
HTRA1 inhibitor: HTRA1 serine protease inhibitors, primary screen, biochemical, fluorescence polarization, HTS; Q92743; recombinant HTRA1, FP-rhodamine activity-based probe; inhibition, % at 5.96 µM; 340,000 tested, 0.5% active; in the data active means inhibition above about 36%;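 further: 0% = enzyme with DMSO and 100% = wells lacking enzyme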
Target sequence (Q92743 whole entry, looked up): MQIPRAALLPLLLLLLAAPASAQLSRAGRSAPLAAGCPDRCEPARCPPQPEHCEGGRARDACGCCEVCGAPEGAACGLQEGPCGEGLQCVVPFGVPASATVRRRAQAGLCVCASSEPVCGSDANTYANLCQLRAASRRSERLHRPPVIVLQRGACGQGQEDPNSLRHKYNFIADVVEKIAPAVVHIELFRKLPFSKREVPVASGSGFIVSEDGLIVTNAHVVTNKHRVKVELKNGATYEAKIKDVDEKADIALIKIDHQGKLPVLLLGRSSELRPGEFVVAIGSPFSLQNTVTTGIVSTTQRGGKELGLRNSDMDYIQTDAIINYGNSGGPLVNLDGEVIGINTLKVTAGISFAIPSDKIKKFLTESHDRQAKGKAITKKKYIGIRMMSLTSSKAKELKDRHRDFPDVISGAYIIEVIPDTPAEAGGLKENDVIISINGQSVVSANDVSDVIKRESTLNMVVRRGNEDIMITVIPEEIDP
Numbers without * were called inactive; / = not tested or not shown.

SMILES | SIAE inh | PG9 Ab binder | mABHD4 FP | TDP2 inh | rCAG RNA binder | PRMT1 inh | TCR CD3 inh | Rev-erbA mod | LEDGF integ inh | HTRA1 inhibitor
Cc1cc(C(=O)CCC(=O)N(C)CC(=O)Nc2ccc(OC(F)(F)F)cc2)c(C)s1 | 0 | 1.0 | -13 | -9 | -2 | 0 | -2 | 4 | -3 | -35
CCNS(=O)(=O)c1c(C)cc(C)c(N(C)S(=O)(=O)c2ccccc2)c1C | -3 | -0.3 | -2 | 1 | -2 | -1 | -5 | 3 | -1 | 0
CCn1cc(Br)c(C(=O)Nc2ccc(F)cc2F)n1 | 0 | 1.3 | 2 | 12 | -2 | 7 | 6 | -1 | -4 | -5
COc1cc(NC2=Nc3cccc4cccc2c34)cc(OC)c1OC | 24* | -6.3 | 0 | -15 | 0 | -2 | 2 | 5 | 0 | 0
O=C(NCCc1ccc(C(F)(F)F)cc1)c1ccc(Cl)nc1 | 1 | -0.7 | 1 | 6 | 31 | 1 | 3 | 4 | 2 | -15
COc1cccc(/C=N/NC(=O)c2cnccn2)c1 | 2 | -2.2 | 11 | -9 | -2 | -3 | 5 | 1 | 1 | 6
Cc1cc(C)c(C)c(S(=O)(=O)N2CCC(C(=O)NCc3ccco3)CC2)c1C | -2 | -2.0 | -6 | -4 | 3 | 6 | -7 | 4 | -4 | -4
COc1cnc(-c2ccccn2)nc1N(C)c1ccccc1 | -3 | -1.1 | 4 | 1 | -4 | -4 | -5 | 1 | 7 | 26
C/C(=N\NC(=O)c1ccc(N(C)C)cc1)c1ccc(C)c(C)c1 | -1 | -0.8 | 2 | -3 | -2 | 6 | -2 | -1 | -2 | 4
c1ccc(Nc2nc(N3CCCC3)nc(N3CCOCC3)n2)cc1 | 1 | -0.6 | 3 | 3 | -3 | 0 | 4 | -1 | -1 | -12
COC(=O)[C@@]1(C(C)C)N=C(c2cc(OC)c(OC)c(OC)c2)[C@]2(O1)C(=O)Nc1ccccc12 | -1 | 0.9 | -1 | 3 | -1 | -3 | -2 | 2 | 1 | /
COc1cc(/C=C/C(=O)OCC(=O)Nc2ccc3c(c2)OCCO3)ccc1O | 6 | 0.0 | 5 | -8 | 2 | 0 | 2 | 2 | 3 | 10
CC(=O)c1cccc(NC(=O)CSc2nc(=O)n(CCCN3CCOCC3)c3c2CCC3)c1 | 7 | -0.5 | 2 | 14 | -3 | -1 | 2 | 2 | 0 | 3
COc1cc(C#N)ccc1OCC(=O)Nc1cccc(S(=O)(=O)N2CCCC2)c1 | -5 | -1.2 | -4 | 0 | 10 | 0 | 10 | 6 | 0 | -3
N#C/C(=C\c1cccc(Oc2ccc(C(F)(F)F)cc2[N+](=O)[O-])c1)c1nc2ccccc2[nH]1 | -51 | 0.8 | -3 | 5 | 18 | -2 | 5 | -1 | 0 | -17
CC(NC(=O)c1ccccc1Br)c1nnc(SCC(=O)NC2=NCCS2)n1C (stereo not given) | -3 | 0.8 | -1 | -3 | 1 | 2 | -6 | -6 | -3 | 2
Cc1cc(C)n(C(C)CC(=O)Nc2ccc(-c3ccno3)cc2)n1 (stereo not given) | 0 | -0.1 | -7 | -5 | 0 | 2 | -2 | -3 | 2 | -7
CC(C)CN1CCN(Cc2cc(F)ccc2-n2cccn2)CC1CCO (stereo not given) | 0 | 1.4 | 2 | -7 | -2 | 4 | -10 | 0 | -6 | 1
CCCCN(CCCNC(=O)CN1C(=O)COc2ccc(S(=O)(=O)N3CCC(C)CC3)cc21)Cc1ccccc1 | -1 | -2.9 | 9 | -4 | -5 | -7 | 6 | 1 | 3 | 3
O=c1c(-c2ccc3c(c2)OCCO3)c(C(F)(F)F)oc2cc(O)cc(O)c12 | 11 | 1.6 | -17 | 3 | 23 | 0 | 2 | 5 | 2 | 2
C/C(=N/Nc1nc(-c2ccccc2F)nc2ccccc12)c1ccccc1O | -2 | -0.7 | 10 | 5 | 10 | 0 | 0 | 4 | -7 | -1
CC(C)(C)OC(=O)C[C@@H]1C/C=C\C[C@@H](CC(=O)NCCO)C(=O)N[C@H](Cc2ccccc2)COC1=O | 5 | -0.5 | -2 | 8 | -8 | -2 | 2 | 0 | 0 | 1
COc1ccc(S(=O)(=O)N(CC(=O)NC2CC3CCC2C3)c2ccccc2OC)cc1 (stereo not given) | -8 | 2.2 | 6 | -1 | 3 | 3 | 6 | 2 | 1 | -15
O=C(Cc1ccc([N+](=O)[O-])cc1)NCc1ccncc1 | 4 | 0.1 | 3 | 5 | 0 | -3 | 2 | 1 | 4 | 3
C=C(C)C(=O)Nc1cccc(C2=NOC3(C2)C[C@@H](C(N)=O)N(C(=O)c2cc([N+](=O)[O-])cc([N+](=O)[O-])c2C)C3)c1 (stereo not given in full) | 4 | -1.2 | -3 | -8 | 11 | 0 | -1 | 1 | 9 | -8

Profiles as entered above. Order of screens: SIAE inh	PG9 Ab binder	mABHD4 FP	TDP2 inh	rCAG RNA binder	PRMT1 inh	TCR CD3 inh	Rev-erbA mod	LEDGF integ inh	HTRA1 inhibitor
Results for COc1cc(NC2=Nc3cccc4cccc2c34)cc(OC)c1OC : 24*	-6.3	0	-15	0	-2	2	5	0	0
Results for Cc1cc(C)n(C(C)CC(=O)Nc2ccc(-c3ccno3)cc2)n1 (stereo not given) : 0	-0.1	-7	-5	0	2	-2	-3	2	-7
Results for C/C(=N/Nc1nc(-c2ccccc2F)nc2ccccc12)c1ccccc1O : -2	-0.7	10	5	10	0	0	4	-7	-1

The list continues.
SMILES | SIAE inh | PG9 Ab binder | mABHD4 FP | TDP2 inh | rCAG RNA binder | PRMT1 inh | TCR CD3 inh | Rev-erbA mod | LEDGF integ inh | HTRA1 inhibitor
Cn1cnnc1SCC(=O)NC(=O)NC1CCCC1 | -3 | 0.1 | -1 | 14 | -1 | 7 | -1 | 0 | -1 | -1
Cc1ccccc1NC(=S)NCC(c1cccnc1)N1CCOCC1 (stereo not given) | 5 | -1.4 | 0 | 5 | -1 | -2 | 5 | -1 | -3 | 1
S=c1[nH]nc(Nc2ccccc2)s1 | 8 | -3.6 | 0 | 1 | -1 | 2 | 5 | 2 | 1 | /
O=C(NC(=S)N1CCCCC1)C12CC3CC(CC(C3)C1)C2 | 5 | -0.6 | 1 | -1 | -7 | -3 | 6 | 0 | -1 | -3
Cc1ccccc1C1C(C#N)=C(N)N(N(C)C)C2=C1C(=O)CC(C)(C)C2 (stereo not given) | 4 | -0.2 | -13 | -2 | -2 | -1 | 0 | -1 | 5 | 3
COc1cc(CNC(=O)c2ccccc2NC(=O)C2=C(C)OCCS2)cc(OC)c1OC | -5 | -1.1 | 2 | 3 | -5 | 1 | -2 | -7 | 0 | -7
CCC(=O)N1CCc2cc(S(=O)(=O)CCC(=O)NCc3ccc(OC)cc3)ccc21 | 6 | -0.1 | -4 | 5 | -3 | -4 | 4 | -3 | 3 | 2
COc1cccc(-c2cccc(NC(=O)C3CCN(Cc4cnn(C)c4)CC3)c2)c1 | 6 | -1.3 | -2 | -13 | -5 | -1 | 8 | -3 | 0 | 8
CC1CCCCC12NC(=O)N(CC(=O)NCCc1ccccn1)C2=O (stereo not given) | 5 | -2.5 | 0 | -5 | -2 | -3 | 2 | -1 | 2 | 2
CCOC(=O)c1c(C)[nH]c(C(=O)COC(=O)c2ccco2)c1C | -7 | 7.3 | -10 | -9 | 1 | -3 | 1 | -1 | 5 | -3
N#CCCn1ncc2ccccc21 | 4 | 1.4 | 4 | 8 | 1 | -2 | 8 | 3 | 2 | 5
CCc1ccc(N2CC(C(=O)OCC(=O)Nc3ccc(C#N)cc3)CC2=O)cc1 (stereo not given) | -5 | 1.5 | 1 | 4 | 0 | 7 | -12 | 3 | -4 | -6
O=C(COc1cccnc1[N+](=O)[O-])Nc1cccc(S(=O)(=O)N2CCOCC2)c1 | -9 | 0.7 | 5 | -1 | 3 | -5 | 5 | -7 | 3 | 5
Cc1ccccc1CNC(=O)C(=O)NCC1OCCCN1S(=O)(=O)c1ccc(F)cc1C (stereo not given) | -2 | -0.9 | 0 | -3 | -4 | -5 | 7 | 3 | 4 | 7
COC(=O)[C@@]12C[C@@H](CC(=O)NCc3cccc4ccccc34)C(=O)N(Cc3ccco3)C1=CCC(C)(C)C2 | -1 | 0.5 | -6 | 4 | 6 | -3 | 4 | 9 | -1 | /
Cc1ccc(NC(=O)COC(=O)CCC(=O)c2cccs2)cc1S(=O)(=O)N1CCOCC1 | -4 | -0.7 | -4 | -7 | 3 | 1 | -1 | 0 | 1 | 3
CC(NCc1ccc(OCc2ccc(Cl)cc2)cc1)C(O)c1ccccc1 (stereo not given) | -2 | 0.9 | 18 | -31 | 13 | -6 | -7 | -5 | 9 | 1
O=C(Cc1ccc(Cl)cc1)Nc1ccc(SC(F)F)cc1 | -18 | -0.7 | -31 | -8 | -2 | 12 | -6 | -1 | -3 | -35
Cc1ccc(S(=O)(=O)N2CCCCC2CCNC(=O)C(=O)NCc2cccnc2)cc1 (stereo not given) | 3 | 0.6 | 0 | 8 | -5 | 1 | -1 | 0 | 1 | 3
Cc1ccc2cc(C)c(Sc3nnnn3-c3ccccc3)nc2c1 | 3 | 0.2 | 0 | 7 | -1 | -1 | 9 | 6 | -2 | 1
O=C(CSc1nnc(-c2ccc(F)cc2)o1)N1CCCCC1 | -16 | -3.0 | -12 | -24 | 1 | -3 | 4 | -3 | 2 | 0
N=c1c(C(=O)NC2CCCCC2)cc2c(=O)n3ccccc3nc2n1Cc1cccnc1 | -1 | 0.3 | 10 | 3 | -3 | 9 | 5 | -2 | 1 | -1
COc1ccc(C(=O)NC2CCN(C(=S)Nc3ccc(C)cc3)CC2)cc1 | -3 | -2.5 | -2 | -5 | 3 | 2 | -2 | 2 | 4 | -6
c1ccc(CN2CCC3(CC2)Nc2ccccc2S3)cc1 | 9 | -2.0 | 4 | 0 | -3 | 54* | -5 | 1 | 0 | 3
COc1ccc(Cc2nnc(NC(=O)CSc3ccccc3)s2)cc1OC | -5 | 0.2 | 11 | -5 | -3 | 2 | 6 | 3 | 2 | -3
Cc1csc(Nc2ccc(Cl)cc2)n1 | 19* | -0.4 | -2 | 9 | -1 | -6 | 3 | -2 | 3 | -2
COC(=O)c1ccccc1NC(=O)NCCc1ccccc1OC | 1 | -1.4 | -6 | 3 | -5 | -6 | 0 | 9 | 6 | -15
COC(=O)c1cc(CN2CCN(c3ccccc3)CC2)ccc1O | -2 | -0.6 | -2 | 2 | -6 | 6 | 1 | 11 | -1 | 2

An excerpt; the hit share may differ from the screen's.
